Compound activity deposited in PubChem by The Scripps Research Institute Molecular Screening Center.
M4 antag: blocks acetylcholine activation of human M4 receptor | AID 624125 | 360,000 tested, 0.73% active | P08173 | CHO-hM4 cells, ACh EC80, Fluo-8 calcium fluorescence | inhibition, % at 3 µM;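 active means inhibition above its plate's cutoff, the mean inhibition of sample wells plus 3 SD, cut at about 27% in these data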;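 further: 0% = acetylcholine EC80 with DMSO and 100% = DMSO without agonist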
Target sequence (P08173 whole entry, looked up): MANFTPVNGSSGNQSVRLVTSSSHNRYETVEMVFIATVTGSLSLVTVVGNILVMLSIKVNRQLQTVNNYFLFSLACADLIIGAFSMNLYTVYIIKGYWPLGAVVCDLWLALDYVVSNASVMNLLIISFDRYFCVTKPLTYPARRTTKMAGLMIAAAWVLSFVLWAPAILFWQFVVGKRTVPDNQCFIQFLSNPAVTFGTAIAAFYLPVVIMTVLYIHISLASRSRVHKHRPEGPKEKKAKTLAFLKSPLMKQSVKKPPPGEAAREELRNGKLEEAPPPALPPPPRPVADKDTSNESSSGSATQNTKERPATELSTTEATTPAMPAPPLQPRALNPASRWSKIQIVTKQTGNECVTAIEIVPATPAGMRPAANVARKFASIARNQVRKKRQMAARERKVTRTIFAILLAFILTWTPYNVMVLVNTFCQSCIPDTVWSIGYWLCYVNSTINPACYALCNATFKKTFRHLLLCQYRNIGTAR
CHRM4 agonist: agonists of human muscarinic M4 receptor (CHRM4); activation, % at 3 µM; AID 624127; P08173; 360,000 tested, 0.14% active; CHO-K1 hM4/Gqi5, Fluo-8 calcium fluorescence; vehicle 0%, full acetylcholine response 100%;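 active means activation above the run mean over all test wells plus 3 SD, cut at about 32% in these data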;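 further: peak over basal fluorescence ratio per well then scaled between controls; 0% = DMSO wells and 100% = acetylcholine at EC100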
CHO-K1 Ca ag: counter-screen for M1 agonists: effect in parental CHO-K1 cells | activation, % at 3 µM | AID 602248 | 360,000 tested, 0.48% active | Fluo-8 calcium fluorescence; scaled to maximal ATP response, vehicle zero; in the data active means activation above about 15%;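 further: untransfected CHO-K1 host cells lacking M1 receptor as counterscreen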
OXTR potentiate: potentiates the human oxytocin receptor response; P30559; CHO-OTR cells, Fluo-8 calcium fluorescence, potentiator mode; 0% = oxytocin EC15, 100% = EC100; activation, % at 3 µM; 320,000 tested, 0.061% active; AID 2445;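 active means activation above that plate's cutoff, the mean activation of tested compounds plus 3 SD, cut at about 6.6% in these data, passing the limit was not always enough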;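 further: 100% uses oxytocin at 75 nM as the full agonist control; some results filed as inactive read as strong as hits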
Target sequence (P30559 whole entry, looked up): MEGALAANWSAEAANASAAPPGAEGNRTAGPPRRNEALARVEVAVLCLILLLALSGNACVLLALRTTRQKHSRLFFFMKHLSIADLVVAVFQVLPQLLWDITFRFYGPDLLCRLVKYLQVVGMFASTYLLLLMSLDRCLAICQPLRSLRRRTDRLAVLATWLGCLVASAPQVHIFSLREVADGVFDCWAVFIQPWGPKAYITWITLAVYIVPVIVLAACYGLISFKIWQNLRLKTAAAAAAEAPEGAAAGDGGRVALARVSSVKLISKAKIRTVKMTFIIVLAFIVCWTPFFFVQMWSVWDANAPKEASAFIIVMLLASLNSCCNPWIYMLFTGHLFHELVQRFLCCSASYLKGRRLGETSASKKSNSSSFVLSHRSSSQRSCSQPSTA
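test system = CHO-OTR cells, human receptor | compound = single-point 3.0 µM | schedule = 6 min compound pre-incubation at room temperature, 100 s kinetic read | signal = Fluo-8 no-wash calcium dye fluorescence, excitation 470-495 nm, emission 515-575 nm | repeats = single well per compound, singlicate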
CHO parental Ca: signal in parental CHO cells, OX1R antagonist counter-screen; 330,000 tested, 0.63% active; AID 463079; inhibition, % at 5.6 µM; parental CHO-K1, ATP-induced calcium, Fluo-8 fluorescence;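 active means inhibition above that plate's mean sample inhibition plus 3 SD, cut at about 26% in these data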;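 further: 0% = ATP-challenged DMSO wells and 100% = DMSO wells without ATP; some compounds past the cut are filed as inactive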
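Material: Parental CHO cells | Reagent: ATP | Compound dosing: Single nominal dose of 5.6 µM per compound | Detection: Intracellular calcium via Fluo-8 no-wash fluorescent dye | Read-out: % inhibition of ATP-induced calcium mobilization | Benchmarks: Low control ATP plus DMSO, high control DMSO only | Replicates: Singlicate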
CHO-K1 Ca antag: counter-screen for M1 antagonists: effect in parental CHO-K1 cells; ATP-induced calcium, Fluo-8 fluorescence; inhibition, % at 3 µM; 360,000 tested, 0.6% active;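 active means inhibition above a per-plate cutoff, the plate's mean sample inhibition plus 3 SD, cut at about 24% in these data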;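 further: 0% = DMSO plus EC80 ATP and 100% = DMSO alone without ATP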
M1 PAM: human CHRM1 positive allosteric modulation | AID 588819 | activation, % at 3 µM | 360,000 tested, 0.088% active | P11229 | CHO-K1 hM1, Fluo-8 calcium fluorescence, ACh EC20; 0% = ACh EC20, 100% = maximal ACh; in the data active means activation above about 19%, passing the limit was not always enough
CHRM1 agonist: human M1 muscarinic receptor agonism | P11229 | CHO-K1 hM1, Fluo-8 calcium fluorescence, agonist mode; 0% DMSO, 100% acetylcholine EC100 | activation, % at 3 µM | 360,000 tested, 0.33% active | AID 588814;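 active means activation above the run's mean compound activation plus 3 SD, cut at about 16% in these data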;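 further: peak over basal fluorescence ratio within a 140 s kinetic read after compound addition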
CHRM1 antagonist: blocks human M1 muscarinic receptor; CHO-K1 hM1, Fluo-8 calcium fluorescence, ACh EC80 antagonist; 360,000 tested, 1.3% active; inhibition, % at 3 µM; P11229; AID 588852;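 active means percent inhibition above its own plate's cutoff, namely the mean of that plate's compound wells plus 3 SD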;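 further: peak over basal fluorescence ratio during 140 s after agonist addition; 0% = ACh EC80 plus DMSO and 100% = DMSO alone without agonist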
* = called active by the depositor; nt = not tested or not shown.

entry	structure	CHO parental Ca	CHRM1 agonist	CHO-K1 Ca ag	M4 antag	OXTR potentiate	CHO-K1 Ca antag	M1 PAM	CHRM1 antagonist	CHRM4 agonist
1	CCCN(CCC)CCNC(=O)c1cn(C)c(=O)c2c1c1ccccc1n2C	nt	-6.5	0.0	-12.1	nt	-4.2	9.7	-11.9	1.8
2	Cc1ccc(Cl)cc1N1CCN(Cc2cc(=O)n3ccsc3n2)CC1	-21.1	-2.4	1.4	-16.7	-11.4	6.3	2.4	1.4	4.5
3	CC1=C(OC(=O)c2ccccc2)C(C)(C)C(c2ccc(Br)cc2)OC1=O (stereo not given)	0.6	1.2	-0.2	-2.0	-14.4	-3.8	-2.2	4.8	0.1
4	O=C(NCc1ccc(Cl)cc1)N1CCN(Cc2ccccc2)CC1	-17.3	-8.3	1.3	-1.9	-12.8	-2.7	11.6	-8.4	0.9
5	CCCCC(OC(=O)c1ccco1)C(=O)NCc1ccc(C)cc1 (stereo not given)	-9.5	-3.9	-0.3	4.8	-1.7	1.4	13.1	-14.4	-0.8
6	C=CCn1c(N)cc(=O)nc1SCC(=O)NC(C)c1ccccc1 (stereo not given)	-13.4	-0.9	0.0	-5.5	-6.6	-9.2	-0.9	-2.5	0.3
7	COc1ccc(/C=N\Nc2ncc(F)c(N3CCOCC3)n2)cc1OC	-0.1	-3.0	4.3	-9.8	-7.0	-8.9	-3.1	9.9	12.9
8	O=C(CC1CCCCC1)N1CCC(c2nc(-c3ccc(S(=O)(=O)N4CCCC4)cc3)no2)CC1	-14.9	-3.4	0.1	-4.5	2.5	-12.6	-0.4	-0.5	1.0
9	O=C(CSc1n[nH]c(-c2cccs2)n1)NCCc1ccccc1	-25.4	-2.7	1.4	-5.8	-12.4	-3.8	8.0	-11.1	4.1
10	COc1ccc(C(=O)Nc2cc(=O)[nH]c3ncnn23)cc1	-7.5	-2.1	-0.2	29.4*	0.0	-6.3	2.5	-5.4	0.0
11	CCOCCn1c(=NC(=O)c2cc3ccccc3oc2=O)sc2cc(S(N)(=O)=O)ccc21	7.5	-1.7	0.4	-16.6	-0.2	-7.7	14.2	-14.1	0.6
12	COc1ccccc1N1CCN(C(=O)CN(c2ccc(C)c(C)c2)S(C)(=O)=O)CC1	2.4	-4.5	2.9	-12.1	-2.5	-7.1	2.4	1.3	4.0
13	CC(=O)NCCNC(=O)c1ccc2c(c1)S(=O)(=O)c1ccccc1C2=O	-10.7	-4.5	0.3	-0.9	-3.4	-11.5	-0.4	1.1	1.0
14	NS(=O)(=O)c1ccc2nc(NC(=O)CS(=O)(=O)c3ccccc3)sc2c1	2.2	-1.4	0.1	8.6	-23.6	-19.6	11.4	-8.4	0.8
15	COc1cccc(NC(=O)CN(C)C(=O)c2ccc(Cl)c(S(=O)(=O)N3CCCCCC3)c2)c1	nt	-1.1	0.2	-5.9	nt	12.9	5.4	0.6	5.6
16	O=C(COC(=O)C12CC3CC(CC(O)(C3)C1)C2)Nc1ccc(Br)cc1F	-25.4	-3.3	1.5	-2.0	-1.5	-7.2	4.2	-2.1	3.5
17	COC(=O)[C@@]1(Cc2ccc(F)cc2)[C@H]2c3cc(C(=O)N(C)C)n(CCc4c[nH]c5ccc(OC)cc45)c3C[C@H]2CN1C(=O)c1ccccc1	nt	nt	1.4	3.7	nt	-18.8	nt	nt	1.5
18	CC1(c2ccc3noc(-c4cccc(F)c4)c3c2)OCCO1	-14.3	-6.3	3.6	3.2	-7.5	-17.8	7.2	-10.4	2.0
19	O=C(COc1ccccc1Br)NC1CC1	0.2	-1.9	1.7	6.0	-9.6	-15.7	15.0	-22.6	1.0
20	O=C(N/N=C/c1ccc(O)c([N+](=O)[O-])c1)C1CC1(c1ccccc1)c1ccccc1 (stereo not given)	-19.2	-5.6	-0.2	0.2	-32.8	18.4	3.8	2.1	-1.0
21	O=S(=O)(c1ccc(Br)s1)N1CCC2(CC1)OCCO2	0.6	-3.7	6.2	4.3	-6.4	0.3	7.8	-2.6	0.5
22	CC(C(=O)N/N=C/c1ccc(N(C)C)c(Br)c1)N(c1ccccc1)S(C)(=O)=O (stereo not given)	-7.2	-3.5	2.7	1.3	-13.5	1.4	-5.4	-4.2	5.2
23	CCN1C(=O)/C(=C\c2cn(CCC#N)nc2-c2ccc(F)cc2)SC1=S	-5.9	-5.9	0.3	0.8	-0.8	-0.9	7.8	-7.5	0.5
24	CCOC(=O)N1CCN(C(=O)c2ccc(OC)c(OC)c2)CC1	-19.6	-4.3	0.1	11.9	-13.8	2.6	-4.0	2.3	-0.2
25	Cn1cccc1CC(=O)N/N=C\c1cccs1	-18.6	-2.4	0.3	11.4	-3.9	1.0	4.0	-2.7	0.5

entry	structure	CHO parental Ca	CHRM1 agonist	CHO-K1 Ca ag	M4 antag	OXTR potentiate	CHO-K1 Ca antag	M1 PAM	CHRM1 antagonist	CHRM4 agonist
26	O=C(NC(c1ccc(-c2ccccc2)cc1)c1cnccn1)C1CCN(CCOc2ccc(F)cc2)CC1 (stereo not given)	nt	1.3	6.0	-0.1	nt	-2.4	-8.9	12.6	18.9
27	COc1cc(CCCN2CCNC[C@@H]2C(C)O)cc(OC)c1OC (stereo not given in full)	2.2	-4.5	0.5	1.1	1.0	-6.6	6.6	-8.8	0.5
28	COc1ccccc1COC(=O)Nc1c(C)nn(C)c1Cl	-5.3	-3.5	1.7	0.5	-2.9	-3.6	-1.1	-0.8	2.4
29	CCOC(=O)N1CCN(CC(O)COC2CC(C)CC(C)(C)C2)CC1 (stereo not given)	-16.0	-5.0	1.8	-1.4	-4.9	-19.8	-12.6	13.6	1.1
30	COc1cccc(C2CC(c3ccccc3C)n3nc(N)nc3N2)c1 (stereo not given)	-4.1	0.5	0.0	-8.0	-1.8	5.8	8.5	-13.3	1.8
31	Cc1noc(C)c1S(=O)(=O)Nc1ccc2c(c1)C(=O)N([C@H](C)CO)C[C@H](C)[C@@H](CN(C)S(=O)(=O)c1ccccc1)O2	-7.3	-5.0	0.5	-3.3	-4.1	-6.3	7.9	-7.9	-1.9
32	COCc1ccc(CN2CCC(Oc3ccc(C(=O)NCc4ccccn4)cc3)CC2)o1	nt	-5.1	1.4	-8.0	nt	-3.8	5.8	-12.7	1.6
33	O=C(NCn1cnccc1=O)c1ccccc1	0.1	-4.0	0.2	6.5	-1.1	7.0	3.5	-2.1	-0.4
34	Cn1c(=O)c2c(nc(N3CCNCC3)n2Cc2ccccc2Cl)n(C)c1=O	-6.0	-14.0	0.1	-10.4	2.6	-1.6	5.4	-13.6	0.7
35	Cn1c(=O)c2ncn(CC(=O)Nc3ccc(N4CCOCC4)cc3)c2n(C)c1=O	-4.1	-0.2	0.7	3.6	-1.2	-9.0	8.3	-2.0	-0.7
36	C[C@@]12C(=O)N(Cc3ccco3)CC(=O)N1[C@H]1c3cc(Cl)ccc3OC[C@@H]1[C@@H]2c1ccccc1	-15.1	-4.3	0.9	8.3	-4.4	-20.6	0.5	6.2	4.9
37	CC1=C(C(=O)N2CCCCCC2)CC(CC(=O)NCCc2ccccn2)C(=O)N1CCC1=CCCCC1 (stereo not given)	nt	nt	0.5	10.1	nt	-8.5	nt	nt	3.3
38	CCCNC(=O)c1cc(C2CCCCN2C(=O)CCc2ccccc2)on1 (stereo not given)	nt	-6.8	0.6	6.3	nt	-4.5	-9.2	8.7	0.4
39	O=C(COC(=O)c1cc(=O)[nH]c2ccccc12)Nc1nc(-c2ccc(F)cc2)cs1	nt	-2.5	2.2	1.5	nt	-5.4	-2.9	12.0	3.4
40	OCCCc1cn(-c2ccccc2)c2ccccc12	3.0	-3.0	1.6	-4.2	-0.4	-11.0	4.3	-9.1	6.1
41	COCCN(C(=O)c1snc(C(N)=O)c1N)C(C(=O)NC1CCCCC1)c1cc(OC)c(OC)c(OC)c1 (stereo not given)	-10.5	0.6	0.7	-9.5	-1.3	-6.2	18.1	-29.3	0.5
42	CCOc1ccc(CCNC(=O)Cc2ccc(NC3=NC4CS(=O)(=O)CC4S3)cc2)cc1OCC (stereo not given)	-13.9	-1.8	0.3	-14.3	1.8	-23.3	8.4	-13.0	0.8
43	COc1ccccc1NS(=O)(=O)c1cccc(C(=O)N(C)Cc2cccs2)c1	-9.5	0.4	5.2	-2.9	-11.0	-10.1	3.4	-1.7	5.1
44	COC(=O)Cn1cc(C(=O)C2CC2)c2ccccc21	-8.5	-2.1	0.1	1.1	0.5	-2.4	-0.4	-20.7	0.6

Filtered by structure: those above with an aryl methoxy group
entry	structure	CHO parental Ca	CHRM1 agonist	CHO-K1 Ca ag	M4 antag	OXTR potentiate	CHO-K1 Ca antag	M1 PAM	CHRM1 antagonist	CHRM4 agonist
7	COc1ccc(/C=N\Nc2ncc(F)c(N3CCOCC3)n2)cc1OC	-0.1	-3.0	4.3	-9.8	-7.0	-8.9	-3.1	9.9	12.9
10	COc1ccc(C(=O)Nc2cc(=O)[nH]c3ncnn23)cc1	-7.5	-2.1	-0.2	29.4*	0.0	-6.3	2.5	-5.4	0.0
12	COc1ccccc1N1CCN(C(=O)CN(c2ccc(C)c(C)c2)S(C)(=O)=O)CC1	2.4	-4.5	2.9	-12.1	-2.5	-7.1	2.4	1.3	4.0
15	COc1cccc(NC(=O)CN(C)C(=O)c2ccc(Cl)c(S(=O)(=O)N3CCCCCC3)c2)c1	nt	-1.1	0.2	-5.9	nt	12.9	5.4	0.6	5.6
17	COC(=O)[C@@]1(Cc2ccc(F)cc2)[C@H]2c3cc(C(=O)N(C)C)n(CCc4c[nH]c5ccc(OC)cc45)c3C[C@H]2CN1C(=O)c1ccccc1	nt	nt	1.4	3.7	nt	-18.8	nt	nt	1.5
24	CCOC(=O)N1CCN(C(=O)c2ccc(OC)c(OC)c2)CC1	-19.6	-4.3	0.1	11.9	-13.8	2.6	-4.0	2.3	-0.2
27	COc1cc(CCCN2CCNC[C@@H]2C(C)O)cc(OC)c1OC (stereo not given in full)	2.2	-4.5	0.5	1.1	1.0	-6.6	6.6	-8.8	0.5
28	COc1ccccc1COC(=O)Nc1c(C)nn(C)c1Cl	-5.3	-3.5	1.7	0.5	-2.9	-3.6	-1.1	-0.8	2.4
30	COc1cccc(C2CC(c3ccccc3C)n3nc(N)nc3N2)c1 (stereo not given)	-4.1	0.5	0.0	-8.0	-1.8	5.8	8.5	-13.3	1.8
41	COCCN(C(=O)c1snc(C(N)=O)c1N)C(C(=O)NC1CCCCC1)c1cc(OC)c(OC)c(OC)c1 (stereo not given)	-10.5	0.6	0.7	-9.5	-1.3	-6.2	18.1	-29.3	0.5
43	COc1ccccc1NS(=O)(=O)c1cccc(C(=O)N(C)Cc2cccs2)c1	-9.5	0.4	5.2	-2.9	-11.0	-10.1	3.4	-1.7	5.1
